High-throughput results as filed in PubChem.
D2 PAM – positive allosteric modulators of human D2 dopamine receptor. P14416. HEK293 T-REx D2, calcium flux, EC20 dopamine potentiation. potentiation, % at 10 µM. 0.34% of 340,000 active;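 active means potentiation over 3 SD above the plate norm, cut at about 30% in these data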; further: 0% is about no effect
Target sequence (P14416 whole entry, looked up): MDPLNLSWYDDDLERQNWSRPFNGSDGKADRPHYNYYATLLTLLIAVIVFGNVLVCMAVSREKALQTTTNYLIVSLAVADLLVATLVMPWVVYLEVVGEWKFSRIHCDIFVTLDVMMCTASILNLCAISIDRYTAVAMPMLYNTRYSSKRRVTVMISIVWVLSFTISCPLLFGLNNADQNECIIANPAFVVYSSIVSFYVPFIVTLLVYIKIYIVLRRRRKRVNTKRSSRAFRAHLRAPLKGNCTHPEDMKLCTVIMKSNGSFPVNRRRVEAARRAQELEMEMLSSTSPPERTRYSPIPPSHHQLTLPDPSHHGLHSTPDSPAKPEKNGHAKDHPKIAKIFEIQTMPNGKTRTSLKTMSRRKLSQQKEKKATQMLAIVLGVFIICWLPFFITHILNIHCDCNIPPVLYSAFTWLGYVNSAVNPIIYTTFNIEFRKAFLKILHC
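Primary screen. Calcium kinetics in induced HEK293 T-REx D2 cells: compound pre-addition 180 s, EC20 dopamine, 180 s more.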
TRHR PAM – allosteric enhancers of human TRH receptor. TRHR cells, fluo-8 calcium fluorescence, EC20 TRH enhancement. enhancement, % at 2 µM. 0.66% of 360,000 active; in the data active means enhancement above about 30%; further: 0% is about no effect
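TRHR-expressing cells loaded with fluo-8 calcium dye were read kinetically (ex 480/em 530) during compound addition, then stimulated with an EC20 of TRH (10 nM final). Enhancement of the Gq-mediated intracellular calcium response was scored.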
RXFP1 antagonist – blocks the human relaxin receptor RXFP1 | HEK293-RXFP1, relaxin-stimulated cAMP HTRF, 30 min; stronger effect = lower value | activity change, negative = inhibition, % at 57.5 µM | 0.59% of 350,000 active | AID 1259400;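 active means activity change of -60% or lower, but not beyond a set lower limit; inconclusive means change between -60% and -40%, or beyond the set limit; inactive means change above -40%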; further: on the % scale 0 is the no-effect control and ±100 the full control effect
D1 PAM – human D1 dopamine receptor positive modulation; 0.036% of 360,000 active; HEK293 TREx D1 cells, calcium flux, dopamine EC20 potentiation; potentiation, % at 10 µM; AID 504651; in the data active means potentiation above about 30%; further: 0% is about no effect
Target sequence (P21728 whole entry, looked up): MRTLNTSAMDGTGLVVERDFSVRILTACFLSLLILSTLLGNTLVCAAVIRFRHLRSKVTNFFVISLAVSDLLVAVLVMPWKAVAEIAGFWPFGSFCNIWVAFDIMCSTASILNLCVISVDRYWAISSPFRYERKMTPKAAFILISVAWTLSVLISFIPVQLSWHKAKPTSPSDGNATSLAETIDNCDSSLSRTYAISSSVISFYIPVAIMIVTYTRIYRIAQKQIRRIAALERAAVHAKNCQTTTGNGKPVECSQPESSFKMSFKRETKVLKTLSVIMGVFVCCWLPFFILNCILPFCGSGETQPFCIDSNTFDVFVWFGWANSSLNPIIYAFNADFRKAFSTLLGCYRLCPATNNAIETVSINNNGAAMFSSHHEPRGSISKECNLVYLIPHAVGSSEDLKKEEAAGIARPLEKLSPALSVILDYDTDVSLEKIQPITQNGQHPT
D2 antagonist – antagonists of human D2 dopamine receptor. HEK293 TREx D2 cells, calcium flux, dopamine EC80. P14416. 2% of 340,000 active. inhibition, % at 10 µM. AID 485344; in the data active means inhibition above about 30%; further: 0% is about no effect
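Tetracycline-induced HEK293 T-REx cells expressing D2 force-coupled to calcium signalling were dye-loaded, exposed to compound for 180 s, then challenged with an EC80 of dopamine; calcium flux was followed kinetically for a further 180 s.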
RXFP1 agonist – activates the human relaxin receptor RXFP1; Potency, µM (titrated, usually from 57.5 µM), inactives show top-dose activation, usual class: activators; 0.3% of 370,000 active; AID 2676; Q9HBX9; HEK293T-RXFP1 cAMP TR-FRET, 30 min; response scale: percent of porcine relaxin response, buffer zero; active means well fitted activation curve with a large enough effect; inconclusive means small, poorly fitted or top-dose-only effect; further: potency means the concentration at half of the fitted maximal effect; on the % scale 0 is the no-effect control and ±100 the full control effect; nearly all actives have a fitted effect of over 60% in size; many of its hits are not listed in these tables
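Agonist response is measured as cAMP accumulation in an RXFP1-transfected HEK293T line under PDE4 inhibition. Values are scaled between buffer-only and 29 nM porcine relaxin, and EC50s come from standard Hill equation fits.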
D2 agonist – agonists of human D2 dopamine receptor. P14416. HEK293 T-REx D2 cells, calcium flux agonist mode. activation, % at 2 µM. 0.53% of 340,000 active;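 active means activation over 3 SD above normal in the single-dose calcium agonist read, cut at about 30% in these data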; further: 0% is about no effect
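Tetracycline-induced HEK293 Trex cells with D2 receptor force-coupled to calcium signaling, plated overnight at 30 C and loaded with no-wash calcium dye. Calcium flux read kinetically for 180 s after compound addition; responses flag agonists.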
D1 ag – human D1 receptor agonism. P21728. HEK293 T-REx D1 cells, calcium flux, agonist mode. activation, % at 2 µM. 1% of 360,000 active. AID 504660; in the data active means activation above about 30%; further: 0% is about no effect
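Agonism was scored from calcium flux recorded over 180 s (1 read/s) after pintool compound addition, following a 10-cycle baseline. Cells were inducible force-coupled HEK293 TREx D1, plated overnight at 30 C and loaded with no-wash calcium dye.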
D1 antagonist – antagonists of human D1 dopamine receptor; P21728; HEK293 TREx D1 cells, calcium flux, dopamine EC80; stronger effect = lower value; activity change, negative = inhibition, % at 10 µM; 3.2% of 360,000 active; AID 504652; in the data active means activity change below about -30%; further: on the % scale 0 is the no-effect control and ±100 the full control effect
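Allosteric or orthosteric antagonism assessed as attenuation of the calcium response to EC80 dopamine, added 180 s after compound, in induced HEK293 Trex D1 cells loaded with no-wash calcium dye.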
Numbers without * were called inactive; ? = inconclusive; nt = not tested or not shown; & = joins results of further samples; ! = not active in a repeat. The list is partial. The share of hits here may be higher or lower than overall.

SMILES	D2 PAM	TRHR PAM	RXFP1 antagonist	D1 PAM	D2 antagonist	RXFP1 agonist	D2 agonist	D1 ag	D1 antagonist
OC[C@H]1O[C@H](OCc2ccccc2)[C@H](O[C@@H]2OC[C@@H](O)[C@H](O)[C@H]2O)[C@@H](O)[C@@H]1O	4	-8	-3	7	4	1.5%	-0.8	2	-5
O=C1NC(NS(=O)(=O)c2ccccc2)(C(F)(F)F)C(=O)N1c1ccc(F)cc1 (configuration not stated)	5&5	1&-6	-6	-4&0	33*	3.7%&2.1%	-1.0&-0.3	-1&5	-2&-7
CCS(=O)(=O)N1CCN=C1SCc1cccc(F)c1	-7	1	8	0	-1	5.1%	0.8	2	6
COc1ccccc1C(=O)Nc1c[nH]c(=O)[nH]c1=O	nt	4	-1	-1	nt	1.7%	nt	1	0
Cc1ccc(Nc2nc(-c3ccccc3)cs2)nc1	3	-12	?	7	-4	0.2%	-1.7	0	3
Cc1ccc(NC(=S)N(CCN(C)C)Cc2cc3cc(C)ccc3[nH]c2=O)cc1	-9	0	-3	-4	18	3.9%	0.1	5	-11
COc1ccc(S(=O)(=O)Nc2ccccc2C(=O)N2CCCCC2)cc1C	nt	7	6	3	nt	-1.7%	nt	0	6
CCOc1ccccc1N1CCN(CC(=O)c2c(N)n(C)c(=O)n(C)c2=O)CC1	-12	-3	-12	-2	-4	2.0%	1.0	-1	-8
COc1ccc(NC(=S)NCC(c2ccco2)N2CCCC2)cc1 (configuration not stated)	nt	-1	-3	-2	-13	0.1%	1.0	3	-1
Cc1ccc(S(=O)(=O)NCc2cccnc2)s1	3	-7	1	-3	10	0.6%	0.3	4	14
CCOC(=O)C(Cc1ccccc1)C(=O)c1ccco1 (configuration not stated)	-6	-11	nt	-1	-8	2.0%	-0.8	6	-1
O=C(CCCn1c(=O)oc2ccccc21)Nc1cccnc1	-9	7	-3	-1	2	0.7%	0.2	0	0
Cn1nnc2cc(C(=O)Nc3cccnc3)ccc21	-5	10	14	4	-10	-0.7%	0.1	5	-6
CC(=O)c1ccc(N2C(=NC(=O)C3CCCCC3)SC3CS(=O)(=O)CC32)cc1 (configuration not stated)	7	-2	-6	3	14	3.0%	0.2	3	26
NC(=NCCc1c[nH]c2ccccc12)NS(=O)(=O)c1ccc2ccccc2c1	12	0	17	-7	-2	0.9%	-0.7	10	3
Cc1cccc(-c2noc(CNC(=O)c3ccoc3C)n2)c1	1	3	3	1	4	-2.7%	-0.6	6	3
O=C(CN1C2=NCCN2c2ccccc21)c1ccc(Br)s1	-24	-6	-4	-9	-20	3.0%	0.0	2	3
Cc1nc2nc[nH]n2c(=O)c1NC(=O)CC12CC3CC(CC(C3)C1)C2	31*!	1&4	1&-2	1&-1	-4&-1	2.3%&2.2%	-0.7&-0.6	2&3	3&0
CCc1ccc(CNC(=O)C2CCCN(c3nnc(C)c4c(C)n(-c5ccccc5)nc34)C2)cc1 (configuration not stated)	4&1	0&4	?	0&6	26	4.5%&3.3%	-1.7&0.2	4&2	116&8
COc1ccc(NC(=O)C2CCCN2C(=O)NC2CCCCC2)cc1OC (configuration not stated)	7	0	-11	7	-13	-0.6%	1.2	0	16
CCCCn1c(CNC(C)=O)nc2ccccc21	-11	-3	7	-10	6	0.1%	0.0	1	-9
Cc1ccc(NC(=O)CC2S/C(=N/c3nccs3)N(C)C2=O)cc1C (configuration not stated)	-21	-3	1	-3	-26	-0.3%	0.6	1	-9
N=C(N)N=Nc1c(O)[nH]c2ccc(Br)cc12	-2	5	-5	-2	-3	-0.8%	0.1	0	4
CS(=O)(=O)c1ccc2nc(NC(=O)CCS(=O)(=O)c3ccccc3)sc2c1	1	-1	-3	4	-2	1.8%	0.4	3	-5
C=CCn1c(-c2cc(-c3ccc(C)cc3)nc3ccccc23)n[nH]c1=S	6	-1	?	-3	8	6.5%	-0.3	3	6
CSc1ncc2c(n1)-c1cc(C)ccc1SC2	nt	3	-15	1	nt	-1.8%	nt	1	2
Cc1ccc(NC(=O)CSc2nnc(NC(=O)C(C)C)s2)c(C)c1	12	6	-5	1	-2	0.7%	-1.1	4	-9
CCOC(=O)c1cccc(NC(=O)C2(S(=O)(=O)c3ccc(Cl)cc3)CC2)c1	3	4	-17	-1	0	0.3%	-0.7	6	-7
Fc1cccc(CCN2C(=S)NC[C@@H]2CC2CCCCC2)c1	1	-3	nt	3	15	1.8%	-0.3	3	1
COc1ccccc1C(=O)NCCC(=O)N1CCN(C(C)=O)CC1	-10	-1	4	4	-1	0.2%	-1.1	3	4
C=CCn1c(COc2ccccc2)nnc1SCC(=O)N/N=C/c1cc(Cl)ccc1O	2	13	-11	-4	-27	0.3%	0.1	2	1
Nc1nc(N)nc(-c2cc([N+](=O)[O-])ccc2O)n1	24	1	nt	-1	-4	1.3%	1.0	-2	nt
Cc1c(Cl)c(-c2n[nH]c(=S)n2-c2ccc(F)cc2)nn1C	7	2	3	-6	0	?	-0.1	1	3
COc1ccc(NC(=O)CN(C)C(=O)c2cccc(Oc3ccccc3)c2)cc1	2	1	17	-2	-1	-1.5%	-0.4	1	-19
Cc1ccc(S(=O)(=O)C2(C(=O)Nc3ccc(F)cc3)CC2)cc1	6	-1	-7	0	1	0.3%	-1.3	0	-10
Cc1nc2cc(NC(=O)c3ccc(Cl)cc3)ccc2n1C	-7	-2	-4	-4	9	1.1%	-1.5	2	3
CCC(=O)Nc1ccc(-c2nc(-c3ccccc3)n(CC(=O)N3CCCCC3)n2)cc1	-4	-5	-11	-6	8	1.0%	-0.1	0	20
CC(C)(C)OC(=O)N1CC(O)CC1C(=O)OCC(=O)c1ccc(Cl)cc1 (configuration not stated)	7	17	22	-5	-11	1.9%	-2.1	1	7
COC(=O)c1sc2nc(SCC(=O)N(C)c3ccccc3)n(N)c(=O)c2c1C	2	0	3	1	-3	6.8%	0.4	1	-2
CCN(C(=O)Cn1c(=O)oc2cc(S(=O)(=O)N3CCCC3)ccc21)c1ccc(OC)cc1	3	0	nt	-3	-5	-0.6%	0.6	2	8
CC(=O)c1sc(NC(=O)CN2C(=O)C3CC=CCC3C2=O)nc1-c1ccccc1 (configuration not stated)	-3	16	6	0	2	3.7%	0.8	1	-11
CCOC(=O)CSC(CC)C(=O)Nc1nnc(C(C)C)s1 (configuration not stated)	-3	-4	0	1	-15	-0.9%	-0.4	0	-22
COc1ccc(C(=O)/C=C/C(=O)N(CC(=O)NC2CCCCC2)Cc2ccc(F)cc2)c(O)c1	-7	-2	-32	-7	8	0.4%	-0.5	4	-26
COC(=O)c1ccc(S(=O)(=O)NCc2ccco2)n1C	-5	-5	-3	-2	-8	1.3%	0.2	1	-12
COC(=O)C(CC(C)C)NC(=O)/C=C/c1ccc(Cl)cc1 (configuration not stated)	4	4	-25	-4	7	-0.8%	-0.4	0	-2
Nc1ccc2oc(CCc3ccccc3)nc2c1	2	4	2	-4	38*	-2.3%	-0.2	2	16
O=C(O)C1CCN(S(=O)(=O)c2ccc3c(c2)OCCCO3)CC1	-3	-1	4	-6	-3	2.8%	10.0	2	-8
Cc1ccc(NC(=O)Cn2c(=O)n(-c3ccccc3)c(=O)c3c4c(sc32)CCCC4)cc1	-9	1	nt	0	nt	0.2%	-0.3	5	-4
O=S(c1ccc2ccccc2c1)c1cnns1 (configuration not stated)	8	2	-33	7	5	0.0%	0.3	0	-4
COc1ccc(OC)c(NC(=O)Nc2cc(NC(=O)Nc3cc(OC)ccc3OC)c(C)nc2C)c1	-3	-1	0	-10	-21	8.8%	-0.2	1	-22
CC(=O)Oc1cc2oc(=O)cc(C)c2cc1OC(C)=O	8	5	6	1	-13	4.4%	2.4	-1	-2
CCOc1ccc(CNS(=O)(=O)c2ccc3c(c2)CCCN3C(C)=O)cc1	-4	2	5	-5	nt	-0.1%	1.2	6	-19
COc1cc(S(=O)(=O)N(Cc2cccnc2)Cc2cccc(OC)c2OC)ccc1-n1cnnn1	5	10	-4	2	19	-20%	1.4	0	-1
Cn1cc(CN(Cc2ccccn2)C[C@@H]2CCC(=O)N2)c(-c2ccccc2F)n1	3	1	1	2	9	-0.3%	1.7	2	-4
O=C(NC1CC1)C1=C[C@H](c2ccc(C(F)(F)F)cc2)C[C@H](OCc2ccc(CO)cc2)O1	-2	-1	nt	-1	-6	0.4%	0.9	0	-15
CCOC(=O)C(=CNc1ccc(Oc2cncc(Cl)c2)nc1)C(=O)OCC	10	0	-14	-3	4	4.1%	-0.8	2	-7
